From PubChem BioAssay
12-LOX inh: ALOX12 (human) lipoxygenase inhibition. purified 12hLO, xylenol orange hydroperoxide absorbance. Potency, µM (series often up to 108 µM), inactives show top-dose activity change, negative = inhibition, actives largely listed as inhibitors. 1.1% of 580,000 active. AID 1671190; active = well fitted inhibition curve with a large enough effect; inconclusive = small, poorly fitted or top-dose-only effect, or another doubt; inactive = no such curve, though single readings can be large or run the other way
Target sequence (P18054 whole entry, looked up): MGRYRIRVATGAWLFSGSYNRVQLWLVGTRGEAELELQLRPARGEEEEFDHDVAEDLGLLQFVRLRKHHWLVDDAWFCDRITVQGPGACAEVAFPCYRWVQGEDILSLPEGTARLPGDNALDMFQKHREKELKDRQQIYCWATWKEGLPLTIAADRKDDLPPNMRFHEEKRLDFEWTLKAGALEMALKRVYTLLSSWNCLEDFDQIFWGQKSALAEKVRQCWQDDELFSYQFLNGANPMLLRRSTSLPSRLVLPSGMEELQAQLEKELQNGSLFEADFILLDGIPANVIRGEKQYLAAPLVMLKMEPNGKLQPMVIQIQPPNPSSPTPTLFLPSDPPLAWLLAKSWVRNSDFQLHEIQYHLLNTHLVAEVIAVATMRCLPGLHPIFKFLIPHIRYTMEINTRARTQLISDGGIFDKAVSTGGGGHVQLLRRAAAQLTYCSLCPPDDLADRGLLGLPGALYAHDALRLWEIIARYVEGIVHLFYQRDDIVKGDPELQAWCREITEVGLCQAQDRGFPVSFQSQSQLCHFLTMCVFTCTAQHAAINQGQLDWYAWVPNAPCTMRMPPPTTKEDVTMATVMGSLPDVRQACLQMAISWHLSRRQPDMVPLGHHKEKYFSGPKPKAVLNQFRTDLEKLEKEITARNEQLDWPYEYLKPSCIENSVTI
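Purified human 12hLO (150 nM final) in 25 mM Hepes, 0.01% Triton X-100, pH 7.0 was preincubated 15 min at room temperature with compound. Then 40 uM arachidonic acid was added, 30 min. Hydroperoxide was read by Fe-XO absorbance ratio 573/405 nm.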
Active calls of the source: *; [ ] = remark or other dose. % is scaled to controls: 0 for no effect and ±100 for the full control effect; potency is read from the fitted curve at half-maximal effect. Some of the compounds tested (hit frequency here may not be typical).

Screening CN(C)C[C@@H]1CN(S(C)(=O)=O)C[C@H]1NC(=O)c1ccc(Cn2ccnc2)o1 returned 12-LOX inh 36%[activator].
For CC1=C(C(=O)N(C)C)C(c2ccc(Cl)cc2)N2C(CC(=O)NC(C)c3ccccc3)=CSC2=N1 (stereo unspecified) the results were 12-LOX inh 52%.
Screening CNC(=O)c1cc(-c2ccc(CO)cc2)cc2c1OCCN2Cc1cccnc1 returned 12-LOX inh 13%[176 µM].
For O=C(O)C1=NOC2CN(C(=O)c3cccc(Cl)c3)CC12 (stereo unspecified) the results were 12-LOX inh 0%[6.33 µM].
Cc1ccc(CN2C[C@@H](NC(=O)c3cccnc3)C[C@H]2CO)s1 was read as 12-LOX inh inconclusive.
Screening O=C(C1CC1)N1CCC(c2noc(-c3ccccn3)n2)C1 (stereo unspecified) returned 12-LOX inh 12%.
For CCN1c2cc(C(=O)Nc3ccc(Br)cc3)ccc2C(=O)N2CCCCC21 (stereo unspecified) the results were 12-LOX inh 12%.
For COCC(=O)N1CC(=O)N2[C@@H](CO)[C@@H](c3ccc(Br)cc3)[C@@H]2C1 the results were 12-LOX inh -15%.
CC1=NS(=O)(=O)N(Cc2ccccc2)C=C1C(=O)OCc1nc(-c2ccccc2C)no1 was read as 12-LOX inh 23%.
Screening CN1CCCCCCN(S(C)(=O)=O)CCC1=O returned 12-LOX inh 3%.
Screening COc1ccc(CN2CC[C@@H]3CN(S(C)(=O)=O)[C@@H]3C2)c(OC)c1 returned 12-LOX inh 11%.
`COCCn1c(Cn2c(C)cc(=O)n(C)c2=O)nnc1C1CC(N)C1` (stereo unspecified) gave 12-LOX inh 18%.
`CCCc1nnc(C[C@@H]2C[C@@H](C(C)C)[C@H](CNc3cccnc3)C=C2C)o1` gave 12-LOX inh 112%[activator][176 µM].
Screening Cn1cccc1CNC(=O)C1c2ccccc2C(=O)N(Cc2ccccc2)C12CCCC2 (stereo unspecified) returned 12-LOX inh 37%[activator].
For NC(=O)[C@@H](Cc1ccccc1)NC(=O)C1=C[C@@H](NC(=O)c2cnccn2)[C@@H](O)[C@H](O)C1 the results were 12-LOX inh 28%[176 µM].
`Cc1ccc(-c2nnc3ccc(Nc4cccc(N(C)C)c4)nn23)nc1` gave 12-LOX inh -6%[176 µM].
Screening COc1ccc(Cn2c(C3CCN(C(=O)c4cc(F)ccc4F)CC3)n[nH]c2=O)cc1 returned 12-LOX inh inconclusive.
Screening Cc1ccc(C(=O)N2CCC3(CN[S+](=O)([O-])c4ccccc4N3)C2)cc1 (stereo unspecified) returned 12-LOX inh inconclusive.
CC(=O)N1CC[C@H](c2nnc(Cc3c[nH]c4ccccc34)o2)C1 was read as 12-LOX inh -1%[176 µM].
CCCn1ncnc1C(C)Nc1cc(C(C)C)nc2cc(C)nn12 (stereo unspecified) was read as 12-LOX inh 127%[activator].
For CS(=O)(=O)N1C[C@@H]2CN(C(=O)NC3CCCC3)C[C@]2(C(=O)O)C1 the results were 12-LOX inh 5%.
Screening COCC(=O)N[C@@H]1CN(CC2CC2)CC[C@@H]1c1nc(C)no1 returned 12-LOX inh 52%[activator].
Screening Cc1ccc(CN2CCc3nc(C)nc(-c4ccc(O)cc4)c3C2)cc1 returned 12-LOX inh 2%.
For Cc1nc(-c2c3n(c(=O)n(CC(=O)NCc4ccc(F)cc4)c2=O)CCCC3)no1 the results were 12-LOX inh 50%[activator].
OCCc1cc(CC2(NCc3ccccc3F)COC2)no1 was read as 12-LOX inh 78%[activator][176 µM].
`CCOc1cc(=O)n2c(c1C(=O)NCc1ccccc1Cl)CCCC2` gave 12-LOX inh 23%.
For COCCNC(=O)CC1=CSC2=NC(C)=C(C(=O)OC(C)C)C(c3ccc([N+](=O)[O-])cc3)N12 (stereo unspecified) the results were 12-LOX inh 17%.
For COc1cc2c(cc1OC)C(c1ccc3c(c1)Cc1ccccc1-3)OC(=O)C2 (stereo unspecified) the results were 12-LOX inh -7%.
`COc1ccc(C(=O)N2CCC3(CC2)CC(OCC2CC2)CCO3)cn1` (stereo unspecified) gave 12-LOX inh 49%[activator].
For N#Cc1cccc(C(=O)N2C[C@@H](Oc3ccccc3)C[C@H]2C(=O)N2CCOCC2)c1 the results were 12-LOX inh 70%[activator].
For O=C(Nc1ccccc1F)N1CC2CCC(C1)N2Cc1cccc(-c2ccsc2)c1 the results were 12-LOX inh 13%[6.33 µM].
`O=S1(=O)NCC2(CCN(CCc3ccccc3)C2)Oc2ccncc21` (stereo unspecified) gave 12-LOX inh 5%[6.33 µM].
`O=C(NCCc1noc(-c2ccncc2)n1)C1(S(=O)(=O)c2ccc(Cl)cc2)CC1` gave 12-LOX inh 8%.
`CN(C)CCNC(=O)C[C@@H]1O[C@H](CNC(=O)c2ccco2)[C@@H](O)[C@H]1O` gave 12-LOX inh 1%[176 µM].
`O=C(c1cc(CC2(NCc3ccccc3Cl)COC2)no1)N1CCCCC1` gave 12-LOX inh -14%[176 µM].
For O=C1NCCCCCCN(C(=O)NCCc2ccccc2)[C@H]2CCC[C@@H]12 the results were 12-LOX inh 22%.
`COc1ccc(C(=O)Nc2ccc(-c3noc([C@@H]4CCCN4C)n3)cn2)cc1` gave 12-LOX inh -33%[176 µM].
Screening CCOc1ccccc1C1NC(=O)N(CC(=O)Nc2ccc(C)c(F)c2)C2=C1C(=O)OC2 (stereo unspecified) returned 12-LOX inh -7%.
O=C(NCCc1ccc(Cl)cc1)c1nc(-c2ccc(F)cc2)c2cnccn12 was read as 12-LOX inh -2%.
Cn1c(C(=O)N2CC[C@@](C)(O)[C@@H](O)C2)ccc1-c1ccccc1 was read as 12-LOX inh 52%.
For Cc1nc(Cn2nc(C3CCCNC3)n(-c3ccccc3)c2=O)cs1 (stereo unspecified) the results were 12-LOX inh inconclusive.
Screening Cc1ccc(-c2ncc(C(=O)NCc3ccccc3Cl)c(-c3ccncc3)n2)cc1 returned 12-LOX inh -29%.
Screening Cn1ccnc1CN[C@@H]1CO[C@H](CNC(=O)N2CCOCC2)[C@H]1O returned 12-LOX inh 56%[activator][176 µM].
For CO[C@H]1C(=O)N(C(C)C)[C@H]1C1CCN(S(=O)(=O)Cc2ccccc2F)CC1 the results were 12-LOX inh 59%[activator].
Screening Cn1cccc1C(=O)N1C[C@@H](Oc2ccccc2)C[C@H]1C(=O)N1CCOCC1 returned 12-LOX inh -1%.
`COc1ccccc1C(=O)N1CCCC2(C1)NC(=O)c1ccccc1O2` (stereo unspecified) gave 12-LOX inh 50%[activator].
For O=C(Nc1cccc(C(F)(F)F)c1)N1CCCC(Cn2cnc3cccnc32)C1 (stereo unspecified) the results were 12-LOX inh 40%[activator].
`CN(Cc1ccccc1)Cc1cc(CC2(NCc3ccccc3O)COC2)no1` gave 12-LOX inh 14%[176 µM].
`O=C(Cn1cccc1-c1nc(-c2ccc3c(c2)OCO3)no1)N1CCN(c2ccccc2)CC1` gave 12-LOX inh 10%.
`Cc1ccc(-c2nnc(C3CN(C(=O)CCc4ccccc4)CC34CCOCC4)o2)cc1` (stereo unspecified) gave 12-LOX inh 18%.
Screening O=C(NCc1ccccn1)C1c2ccccc2C(=O)N(c2ccccc2)C12CCCCC2 (stereo unspecified) returned 12-LOX inh 48%[activator].
CCn1c(CO)nnc1C1CC(NC(=O)Cc2c(C)n[nH]c2C)C1 (stereo unspecified) was read as 12-LOX inh 0%.
`CN(Cc1cccn1C)C(=O)c1ccc(C(F)(F)F)cc1` gave 12-LOX inh 21%[176 µM].
Screening Cc1ccc(CN2CCc3nc(N(C)Cc4cccnc4)[nH]c(=O)c3CC2)o1 returned 12-LOX inh 30%.
CCCCN(C)C(=O)c1c(C)sc2ccn(CCC)c(=O)c12 was read as 12-LOX inh -12%.
`CSCC(=O)N[C@H]1CCN2C(=O)N(c3cccc(SC)c3)C(=O)[C@@H]2C1` gave 12-LOX inh 3%[176 µM].
`COC1CCC12CCN(C(=O)c1ccoc1)CC2` (stereo unspecified) gave 12-LOX inh 7%.
CN1c2cc(C(=O)Nc3ccccc3)ccc2C(=O)N2CCCCC21 (stereo unspecified) was read as 12-LOX inh 5%.
`COCCC(=O)N1CC2CC(C1)[C@H]1CCCC(=O)N1C2` (stereo partly specified) gave 12-LOX inh 1%.
Screening COc1ccccc1N1CCN(CC[C@@H]2CC[C@H](O)[C@@H](C(=O)NC3CC3)O2)CC1 returned 12-LOX inh -3%[176 µM].
For CNC(=O)[C@@H]1C[C@H](Oc2ccccc2)CN1C(=O)c1ocnc1C the results were 12-LOX inh 12%.
CC(C)CNc1ccc2c(n1)C(C)(C(=O)NC1CCOCC1)CN(Cc1ccccc1)C2 (stereo unspecified) was read as 12-LOX inh 38%[activator][176 µM].
Screening O=C1CCC(C(=O)NC(CCn2cncn2)c2ccccc2)=NN1 (stereo unspecified) returned 12-LOX inh 23%.
`CC(C)(C)CC(=O)N1CCN2C(=O)c3ccc(Cl)cc3NC(=O)[C@H]2C1` gave 12-LOX inh 14%[176 µM].
`COCCn1c(C(=O)OC)c(NC(=O)CC(C)C)c2cc(NC(C)CCn3cccn3)cnc21` (stereo unspecified) gave 12-LOX inh 99%[activator].
`COC(=O)c1ccc2c(c1)nc1n2[C@@H](CNC2CCCCC2)COC1` gave 12-LOX inh 26%[176 µM].
COC(=O)c1cncc(N2CCCC3(CCC(=O)N(Cc4ccccc4)C3)C2)n1 (stereo unspecified) was read as 12-LOX inh 8%.
COc1cccc(NC(=O)CN2C(=O)NC3(CCC(C)CC3)C2=O)c1 (stereo unspecified) was read as 12-LOX inh 0%.
O=C(NCCc1ccccn1)c1cnc2c(c1)N([S+](=O)([O-])c1cccnc1)CCC2 was read as 12-LOX inh -51%[176 µM].
Screening COc1ccc(-c2ccc3c(c2)C(=O)N2CC[C@H](NC(=O)C4CCCC4)[C@H]2C(=O)N3)c(OC)c1 returned 12-LOX inh inconclusive.
Screening COCC1CN(C)CC12CCN(C(=O)Cc1ccc(OC)cc1)CC2 (stereo unspecified) returned 12-LOX inh 46%[activator].
O=C(c1cc2c(s1)CCCC2)N1CCc2c(nc3cc[nH]n3c2=O)C1 was read as 12-LOX inh 32%[activator].
For O=C1NCc2ccccc2CC12CCN(Cc1ccnc3ccccc13)C2 (stereo unspecified) the results were 12-LOX inh 10%[6.33 µM].
CCc1nc(-c2c3n(c(=O)n(Cc4ccccc4OC)c2=O)CCCCC3)no1 was read as 12-LOX inh 31%[activator].
Screening CCCc1noc(-c2ccn3c(CNC(=O)c4ccccn4)nnc3c2)n1 returned 12-LOX inh inconclusive.
For Cc1nc2c(c(=O)[nH]1)CCN(C(=O)c1ccccc1C(F)(F)F)C2 the results were 12-LOX inh -26%.
Screening Cn1cc(CN[C@H]2[C@H](O)[C@H](O)C[C@@H]2c2ccccc2)c2ccccc21 returned 12-LOX inh 16%[176 µM].
`COc1ccc(CNC(=O)[C@@H](C)C2CC[C@@]3(C)CC[C@H](NC(=O)C4CC4)[C@@H](C)[C@@H]3[C@H]2O)cc1` (stereo partly specified) gave 12-LOX inh 1%.
`Cc1nnc(C2CCCCCN2C(=O)c2nn(C)c3ccccc23)o1` (stereo unspecified) gave 12-LOX inh 51%[activator].
Screening COc1cccc(-c2ccccc2NC(=O)C2CCN(C/C(C)=C/c3ccccc3)CC2)c1 returned 12-LOX inh inconclusive.
`COc1cc2c(cc1O)NC(=O)CC2c1cn[nH]c1-c1cc(C)ccc1C` (stereo unspecified) gave 12-LOX inh 23%.
Cc1nc(CN2CCN(c3cc(C4CC(O)C4)ncn3)CC2)cs1 (stereo unspecified) was read as 12-LOX inh 19%.
Screening COc1ccccc1-c1ccnc(N[C@H]2CO[C@H]3[C@@H]2OC[C@@H]3NC(=O)COc2ccccc2)n1 returned 12-LOX inh 0%.
For COc1ccc(CN2C(=O)O[C@@H]3CN(c4nc(C)cc(C)n4)C[C@@H]32)cc1OC the results were 12-LOX inh 10%.

Brought forward from above: 2 entries, followed by the next part.
Screening COc1ccccc1-c1ccnc(N[C@H]2CO[C@H]3[C@@H]2OC[C@@H]3NC(=O)COc2ccccc2)n1 returned 12-LOX inh 0%.
For COc1ccc(CN2C(=O)O[C@@H]3CN(c4nc(C)cc(C)n4)C[C@@H]32)cc1OC the results were 12-LOX inh 10%.
COc1ccc(-n2nc(C3CCCN(C(=O)c4ccccc4)C3)[nH]c2=O)cc1 (stereo unspecified) was read as 12-LOX inh 5%.
`CCNC(=O)N1CCOc2ccc(CCC(=O)NC3CCS(=O)(=O)C3)cc2C1` (stereo unspecified) gave 12-LOX inh 21%.
`O=C1NC(Cc2ccccc2)c2nc3ccc(Cl)cc3c(=O)n2-c2ccccc21` (stereo unspecified) gave 12-LOX inh -4%.
`COc1ccc(OCc2nc(C3CN(C(=O)c4ccc5nc[nH]c5c4)C3)no2)cc1` gave 12-LOX inh 69%[activator].
Screening COc1ccc(C(=O)N[C@@H]2CCC[C@@H]2C(=O)NCCCc2ccccc2)cn1 returned 12-LOX inh 15%.

Structural class: the entries above containing a Cl atom
For CC1=C(C(=O)N(C)C)C(c2ccc(Cl)cc2)N2C(CC(=O)NC(C)c3ccccc3)=CSC2=N1 (stereo unspecified) the results were 12-LOX inh 52%.
For O=C(O)C1=NOC2CN(C(=O)c3cccc(Cl)c3)CC12 (stereo unspecified) the results were 12-LOX inh 0%[6.33 µM].
`CCOc1cc(=O)n2c(c1C(=O)NCc1ccccc1Cl)CCCC2` gave 12-LOX inh 23%.
`O=C(NCCc1noc(-c2ccncc2)n1)C1(S(=O)(=O)c2ccc(Cl)cc2)CC1` gave 12-LOX inh 8%.
`O=C(c1cc(CC2(NCc3ccccc3Cl)COC2)no1)N1CCCCC1` gave 12-LOX inh -14%[176 µM].
O=C(NCCc1ccc(Cl)cc1)c1nc(-c2ccc(F)cc2)c2cnccn12 was read as 12-LOX inh -2%.
Screening Cc1ccc(-c2ncc(C(=O)NCc3ccccc3Cl)c(-c3ccncc3)n2)cc1 returned 12-LOX inh -29%.
`CC(C)(C)CC(=O)N1CCN2C(=O)c3ccc(Cl)cc3NC(=O)[C@H]2C1` gave 12-LOX inh 14%[176 µM].
`O=C1NC(Cc2ccccc2)c2nc3ccc(Cl)cc3c(=O)n2-c2ccccc21` (stereo unspecified) gave 12-LOX inh -4%.
